CHT inh: inhibits the human high affinity choline transporter. B-score at 10 µM. AID 488975. 310,000 compounds, 0.86% hits. CHT-expressing cells, membrane potential dye, choline response; active compounds read low;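 active = B-score over 3 SD under the library average, and starting fluorescence ratio not unusually high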;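 note: choline stimulus applied at its EC90 after an EC20 pre-addition; B-score computed on integrated fluorescence ratio after choline addition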
Kir21 block: blocks the mouse Kir2.1 inward-rectifier potassium channel; P35561; HEK293-Kir2.1, FluxOR thallium flux fluorescence; active compounds read low; B-score at 10 µM; 310,000 compounds, 0.85% hits; AID 1672;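 active = fluorescence ratio B-score at or below minus 3 SD of library scores, with starting-brightness B-score within 2 SD, cut at about -4.2 in these data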;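 note: channel flux triggered by added potassium and thallium sulfate stimulus; B-score of peak minus minimum fluorescence over baseline after thallium stimulus; more negative B-score means stronger Kir2.1 block with less thallium influx; some compounds called inactive have numbers as strong as hits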
KCNQ2 inh: KCNQ2 potassium channel inhibitors, primary screen, cell-based, CHO-K1, FluxOR thallium flux, B-score (AID 2156); B-score at 10 µM; 310,000 compounds, 1.1% hits; 20 min; active compounds read low; O88943;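 active = fluorescence ratio B-score at most minus 3 library SDs, with starting brightness B-score within 2 library SDs, cut at about -5.5 in these data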
Target sequence (O88943 whole entry, looked up): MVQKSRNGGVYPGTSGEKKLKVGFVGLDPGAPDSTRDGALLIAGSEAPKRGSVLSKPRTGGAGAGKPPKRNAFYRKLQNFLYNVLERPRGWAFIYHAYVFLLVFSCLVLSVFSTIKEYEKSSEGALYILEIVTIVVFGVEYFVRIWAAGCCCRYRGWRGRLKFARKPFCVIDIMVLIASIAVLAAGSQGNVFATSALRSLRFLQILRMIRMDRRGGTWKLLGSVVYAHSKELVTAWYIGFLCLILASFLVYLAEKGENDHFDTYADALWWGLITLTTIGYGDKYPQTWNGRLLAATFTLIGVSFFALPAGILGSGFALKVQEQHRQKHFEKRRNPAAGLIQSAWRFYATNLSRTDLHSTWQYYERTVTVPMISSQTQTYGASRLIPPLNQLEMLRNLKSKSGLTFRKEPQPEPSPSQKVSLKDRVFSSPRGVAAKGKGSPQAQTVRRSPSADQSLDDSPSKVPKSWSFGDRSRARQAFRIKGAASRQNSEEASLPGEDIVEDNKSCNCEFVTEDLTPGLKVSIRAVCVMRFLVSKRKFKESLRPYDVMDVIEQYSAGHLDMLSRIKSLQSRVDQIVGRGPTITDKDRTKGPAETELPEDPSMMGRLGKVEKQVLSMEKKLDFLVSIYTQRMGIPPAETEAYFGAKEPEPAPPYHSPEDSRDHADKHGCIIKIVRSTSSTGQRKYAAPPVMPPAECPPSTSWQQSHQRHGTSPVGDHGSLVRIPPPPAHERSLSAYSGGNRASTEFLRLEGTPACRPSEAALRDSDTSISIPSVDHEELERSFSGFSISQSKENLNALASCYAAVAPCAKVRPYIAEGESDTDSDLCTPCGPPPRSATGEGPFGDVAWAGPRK
Active calls of the source: *; i = inactive; . = not tested or not shown.

SMILES | CHT inh | Kir21 block | KCNQ2 inh
O=C(Nc1ccc(C2CC2(Cl)Cl)cc1)c1ccccc1Br (configuration not stated) | i | 0 | i
COc1ccc(OC)c(CN2CCN(C(=O)c3cccc(S(=O)(=O)Nc4ccc(C)cc4)c3)CC2)c1 | i | 0.44 | i
O=C(Cn1cnc2c(oc3ccccc32)c1=O)NCC1CCCO1 (configuration not stated) | i | 0.77 | i
O=C(Cn1cc(C(F)(F)F)ccc1=O)N/N=C/c1ccc(Cl)c(Cl)c1 | i | 0.61 | i
O=C(Cc1coc2ccc3ccccc3c12)N1CCc2ccccc21 | i | -1.8 | i
COC(=O)[C@H](C)[C@@H]1C[C@@]1(C)[C@@H](NC(=O)OCc1ccccc1)c1ccccc1 | i | -0.7 | i
Cc1ccc2c(=O)cc(C(=O)NC3CCS(=O)(=O)C3)oc2c1C (configuration not stated) | i | 1.9 | i
Cc1cccc(OCCCCCNCCO)c1 | i | 0.01 | i
CCCc1ncc(C(O)(c2ccccc2)c2ccc(C)cc2)n1C (configuration not stated) | i | -2.1 | i
O=C(N/C(=C/c1ccco1)C(=O)N1CCc2ccccc21)c1ccco1 | i | -0.31 | i
COc1ccccc1C(C)NS(=O)(=O)c1cccs1 (configuration not stated) | i | -4.5* | i
Cc1cc(=O)oc2cc(OCC(=O)NCCc3c[nH]c4ccc(F)cc34)ccc12 | i | -0.81 | i
CCC(C)Sc1ccc([C@H]2N[C@@](CC(C)C)(C(=O)OC)[C@H]3C(=O)N(CC)C(=O)[C@@H]23)cc1 (some centres not stated) | i | -0.52 | i
COc1ccc(OCC(=O)Nc2cccc(-c3nc4ccccc4o3)c2)cc1 | i | 0.79 | i
CC(=O)OC(C)[C@H]1CC[C@H]2[C@@H]3CC[C@H]4C[C@@H](OC(C)=O)CC[C@]4(C)C3=CC[C@]12C (some centres not stated) | i | -0.03 | i

Profiles from above:
COc1ccccc1C(C)NS(=O)(=O)c1cccs1 (configuration not stated) is listed as CHT inh = i; Kir21 block = -4.5*; KCNQ2 inh = i
O=C(Cn1cnc2c(oc3ccccc32)c1=O)NCC1CCCO1 (configuration not stated) is listed as CHT inh = i; Kir21 block = 0.77; KCNQ2 inh = i

Following part
SMILES | CHT inh | Kir21 block | KCNQ2 inh
NN/C(=C\[N+](=O)[O-])Nc1ccc(Cl)cc1 | i | -1.1 | i
CCOC(=O)C1(Cc2ccccc2C)CCCN(C(=O)CN2CCCCC2=O)C1 (configuration not stated) | i | 0.74 | i
CCOCc1nnc(NC(=O)C2c3ccccc3Oc3ccccc32)s1 | i | -2.1 | i
O=c1[nH]c(C(Cl)(Cl)Cl)nc2ccc3ccccc3c12 | i | 0.06 | i
CCc1ccc(CN2CCCC(C(=O)Nc3ccccc3-c3ccc(OC)cc3)C2)o1 (configuration not stated) | i | -5.9* | -6.1*
CC(=O)c1cccc(NC(=S)N2CCCC2)c1 | i | 0.06 | i
Cc1cccc(C(=O)NC(NCCc2ccccc2)C(Cl)(Cl)Cl)c1 (configuration not stated) | i | 0.83 | i
N#Cc1cc2c(=O)n3ccccc3nc2n(-c2ccc(Cl)cc2)c1=O | i | -0.01 | i
Cc1cc(C(F)(F)F)c2c(n1)sc1c(O)cc(=O)[nH]c12 | i | 0.11 | i
O=S(=O)(c1ccc(Br)cc1)N1CCN=C1SCc1cccc(F)c1 | i | -0.03 | i
Cc1ccc(S(=O)(=O)N2CCCC2CNC(=O)C(=O)Nc2ccccc2)cc1 (configuration not stated) | i | -0.52 | i
Cc1cc(C(=O)COC(=O)CC2Sc3ccccc3NC2=O)c(C)n1-c1ccc2c(c1)OCO2 (configuration not stated) | i | 0.73 | i
COC(=O)COc1ccc(/C=C2/SC(=O)N(CC(=O)N3CCCC3)C2=O)cc1Br | i | -0.79 | i
O=C(NCC(c1ccc(F)cc1)N1CCOCC1)c1cccc(Br)c1 (configuration not stated) | i | 1.1 | i
COc1ccc(CCNC(=O)CSc2nc(O)cc(=O)[nH]2)cc1OC | i | -2.2 | i
Cc1ccc(C(=O)C2CCN(C(=S)NCC3CCCO3)CC2)cc1 (configuration not stated) | i | -1.2 | i
CCc1ccc(Nc2n[n+](-c3ccccc3)c(-c3ccc(OCc4ccccc4)cc3)s2)cc1 | i | 0.02 | i
CCCCn1c2ccccc2c2nnc(SCCN3CCCCC3)nc21 | . | 0.03 | i
Cc1c(NC(=O)c2cc(=O)[nH]c(=O)[nH]2)c(=O)n(-c2ccccc2)n1C | i | -0.87 | i
CCOc1ccc(-c2nnc(Nc3ccc(OC)c(C(=O)N4CCCCC4)c3)c3ccccc23)cc1 | i | -0.13 | i
O=C(CCNC(=O)c1ccc(Br)cc1)Nc1cccc(S(=O)(=O)N2CCCCCC2)c1 | i | 1.4 | i
COc1cc(NC(=O)c2sc3ncn(CC(=O)N4CCCC(C)C4)c(=O)c3c2C)cc(OC)c1OC (configuration not stated) | i | 0.15 | i
CCc1ccc(C(=O)CSc2nc(N)cc(=O)[nH]2)cc1 | i | 1.6 | i
CN(CCOc1ccc(Cl)cc1)CC(O)c1ccccc1 (configuration not stated) | i | 0.02 | i
Cc1ccc2nc(-c3ccco3)c(Nc3ccccc3)n2c1 | i | -0.1 | i
N#Cc1ccccc1CN1C(=O)NC2(CCCCCC2)C1=O | i | 0.22 | i
CC(=O)Oc1ccc(/C(C)=N\N2CCN(Cc3ccc(Cl)cc3)CC2)cc1 | i | -0.02 | i
CCc1nnc(NC(=O)c2nc(S(=O)(=O)Cc3cccc(C)c3)ncc2Cl)s1 | -6.1* | -3 | i
NS(=O)(=O)c1ccc(CCNC(=O)CSc2ccc3ccccc3c2)cc1 | i | 0.78 | i
CCC(c1nnc(SCC(=O)N2CCOCC2)n1C1CCCCC1)N(C)C (configuration not stated) | i | 0.92 | i
COC(=O)C1CCN(Cc2nnc(-c3ccccc3)o2)CC1 | i | -0.12 | i
Cc1ccc(NC(=O)CN(C)C(=O)c2n[nH]c(=O)c3ccccc23)cc1 | i | 0.3 | i
CCOc1ncccc1C(=O)Nc1ncc(C)s1 | i | 1.3 | i
O=C(CSC1=NCCN1)NC(c1ccccc1)c1ccccc1 | i | 0.14 | -9.7*
O=C(NCc1cccs1)c1ccc(CS(=O)(=O)c2ccc(Cl)cc2)o1 | i | -2.2 | i
COCc1cc(C)nc2sc(C(=O)Nc3ccccc3F)c(N)c12 | i | -1.4 | i
O=C(O)CCCCCNC(=O)c1ccccc1 | i | 0.27 | i
COc1ccc(S(=O)(=O)N2CCC(C(=O)NCc3ccncc3)CC2)cc1OC | i | 0.66 | i
CC(C)CC(NC(N)=O)C(=O)NCCc1ccc(Cl)cc1 (configuration not stated) | i | 1.4 | i
O=C(Nc1nnc(-c2ccc(F)cc2)s1)c1c(F)cccc1Cl | i | 1.2 | i
COc1ccc(C2=NCCn3nc4cc(C(F)(F)F)ccc4c32)cc1 | i | 0.83 | i
O=C(O)c1cccc(C(=O)Nc2cccc(NC(=O)C3CCCO3)c2)c1 (configuration not stated) | i | 1.3 | i
O=C(Nc1ccc2c(c1)Cc1ccccc1-2)c1cc2ccccc2o1 | i | -2.5 | i
O=c1[nH]nc(-c2ccccc2)c2ccccc12 | i | 0.01 | i
CCOC(=O)C1=C(C)NC(C)=C(C(=O)OCC)C1C(=O)OCC(=O)N1CCC(C)CC1 | i | -2.1 | i

Single values from above:
Reading of COc1ccc(C2=NCCn3nc4cc(C(F)(F)F)ccc4c32)cc1 under Kir21 block: 0.83
Reading of O=C(O)c1cccc(C(=O)Nc2cccc(NC(=O)C3CCCO3)c2)c1 (configuration not stated) under Kir21 block: 1.3
Reading of COCc1cc(C)nc2sc(C(=O)Nc3ccccc3F)c(N)c12 under Kir21 block: -1.4
Reading of O=C(Nc1ccc2c(c1)Cc1ccccc1-2)c1cc2ccccc2o1 under Kir21 block: -2.5
Reading of O=C(NCc1cccs1)c1ccc(CS(=O)(=O)c2ccc(Cl)cc2)o1 under Kir21 block: -2.2

Arranged by molecular weight (lowest first): some entries from above
SMILES | CHT inh | Kir21 block | KCNQ2 inh
Cc1ccc(C(=O)C2CCN(C(=S)NCC3CCCO3)CC2)cc1 (configuration not stated) | i | -1.2 | i
CCCCn1c2ccccc2c2nnc(SCCN3CCCCC3)nc21 | . | 0.03 | i
O=S(=O)(c1ccc(Br)cc1)N1CCN=C1SCc1cccc(F)c1 | i | -0.03 | i
CCC(C)Sc1ccc([C@H]2N[C@@](CC(C)C)(C(=O)OC)[C@H]3C(=O)N(CC)C(=O)[C@@H]23)cc1 (some centres not stated) | i | -0.52 | i

The list continues.
SMILES | CHT inh | Kir21 block | KCNQ2 inh
Nc1nc(SCC(=O)N2CCCc3ccccc32)n(-c2ccccc2)n1 | i | -2.9 | i
O=C(CNC(=O)[C@@H]1Cc2ccccc2CN1)NCc1ccco1 | i | -2 | i
COc1ccc(Cl)cc1/C=C(\C#N)C(N)=O | i | 1.5 | i
O=C(Nc1ccc2c(c1)OCCO2)c1cc(-c2ccccc2)nc2ccccc12 | i | -1.3 | i
O=C(CC(CC(=O)c1ccc(Br)cc1)c1cccnc1)c1ccc(Br)cc1 | i | -0.05 | i
Cn1c(=O)[nH]c(=O)c2c1nc(N1CCN(Cc3ccccc3)CC1)n2CCCc1ccccc1 | i | -1.4 | i
O=S(=O)(c1cccc(-c2nnc(SCc3nc4ccccc4s3)o2)c1)N1CCOCC1 | i | -1.6 | i
O=C(CN(CC1CCCO1)C(=O)CNS(=O)(=O)c1ccccc1)NCc1ccccc1 (configuration not stated) | i | 0.33 | i
CC(C)(C)NC(=O)C(=O)NNC(=O)c1cccc(Br)c1 | i | 1.9 | i
Cc1ccc(NC2CCCN(C(=O)CCc3cn[nH]c3)C2)cc1C (configuration not stated) | i | 1.1 | i
COc1ccccc1-c1cc(-c2ccc(O)cc2)nc(N)c1C#N | i | -0.01 | i
O=C(COc1ccc(Br)cc1)NCCCn1ccnc1 | i | -1.6 | i
CSc1nc(O)c(C(c2cccc([N+](=O)[O-])c2)c2c(O)nc(SC)[nH]c2=O)c(=O)[nH]1 | i | 0.38 | i
CC12C=CC3(O1)C(C(=O)N(c1cccnc1)C3C(=O)NC1CCCCC1)C2C(=O)Nc1ccccc1 (configuration not stated) | i | -0.26 | i
Cc1cc(C)nc(NS(=O)(=O)c2ccc(N3C(=O)C4CCCCC4C3=O)cc2)n1 (configuration not stated) | i | -1.4 | i
CCOc1ccc(S(=O)(=O)NC(C)(C)C)cc1-c1nc2c(C(C)(C)C)nn(C)c2c(=O)[nH]1 | i | -0.95 | i
COc1ccccc1CNC(=O)Cn1cccc1C(=O)c1ccccc1 | i | -2.2 | i
CCOc1ccccc1N=c1oc2cc(O)ccc2cc1C(=O)NCC1CCCO1 (configuration not stated) | i | 0.48 | i
Cc1cc(C)c(NC(=O)c2sc3nc(C)[nH]c(=O)c3c2C)c(C)c1 | i | -0.85 | i
CC(/C=C/c1ccccc1)=N/NC(=O)C(O)c1ccccc1 (configuration not stated) | i | 0.03 | i
CCN(C(=O)Cn1cc(C(=O)C(=O)N2CCOCC2)c2ccccc21)c1ccccc1 | i | 0.72 | i
CC(=O)c1cccc(OCC(O)CN2CCN(S(=O)(=O)c3c(F)cccc3F)CC2)c1 (configuration not stated) | i | 0.33 | i
CCc1ncc(C(=O)c2ccc(OC)cc2)n1C | i | -0.01 | i
CC(Cc1cccs1)NC(=O)NC1CCCCC1 (configuration not stated) | i | 0.02 | i
O=C(Nc1ccccc1C(=O)N1CCCCC1)c1ccccc1C(F)(F)F | i | 1.1 | i
CCN(C(=O)COc1ncnc2scc(-c3ccc(F)cc3)c12)C1CCS(=O)(=O)C1 (configuration not stated) | i | 1.8 | i
O=C(NCC(=O)N1CCN(c2ccccc2F)CC1)c1cccs1 | i | 1.1 | i
COC(=O)CN(c1ccccc1)S(=O)(=O)c1ccccc1 | i | -3.1 | i
O=C1OCC/C1=C\OCCCO/C=C1\CCOC1=O | i | -2.1 | i
Cc1cc(C)n(-c2ncccc2[N+](=O)[O-])n1 | i | 0.49 | i
Cc1ccccc1OCC(=O)NCCNC(=O)c1ccccn1 | i | -0.73 | i
NC(=O)/C(=N\O)c1ccccc1 | i | -0.2 | i
O=C(CNc1ccc2ccccc2c1)N/N=C/c1ccc(OC(=O)/C=C/c2ccco2)cc1 | i | 0.68 | i
CN1C(=O)CSC1=Nc1cccc(Cl)c1 | i | 0 | i
CC(NC(=O)CC1Sc2ccccc2NC1=O)c1ccccc1 (configuration not stated) | i | 1.7 | i
CC(Sc1ncc(C(F)(F)F)cc1Cl)C(=O)NCC1CCCO1 (configuration not stated) | i | -1.2 | i
Cc1cc(C(=O)COc2ccc3ccc(=O)oc3c2)c(C)n1C | i | 0.61 | i
O=C(Nc1ccc2c(c1)CN(Cc1ccco1)CC2)C1CCCO1 (configuration not stated) | i | -1.1 | i
Nc1ncnc(NC2CCS(=O)(=O)C2)c1[N+](=O)[O-] (configuration not stated) | i | 0.52 | i
COC(=O)c1nnn(-c2ccc(F)c(Cl)c2)c1C(=O)OC | i | 0.73 | i
COCCNCCOc1ccccc1-c1ccccc1 | i | -0.06 | i
COc1cccc(CNc2ccc3c(c2)ncn3C)c1OC | i | 0.64 | i
Cc1ccccc1OCC(=O)NNC(=O)CCc1ccccc1 | i | -0.29 | i
COC(=O)c1[nH]c2cccc(OC)c2c1NC(=O)CCN1CCC(C)CC1 | i | -0.4 | i

High-throughput results (PubChem BioAssay)
